Mtb RmlCD inh: M. tuberculosis RmlC/RmlD coupled enzyme inhibitors, primary screen, biochemical, compound mixtures, 384-well, from 1536-well plates; dTDP-4-dehydrorhamnose reductase (Mycobacterium tuberculosis (strain ATCC 25618 / H37Rv)) …; RmlC+RmlD coupled enzyme assay, percent inhibition; primary screen in compound mixtures; inhibition, % at 3.6 µM; hit rate 0.03% among 160,000; in the data active = inhibition mostly above about 34%, no sharp cut-off; note: some results filed as inactive read as strong as hits
Target sequence (P9WH09 whole entry, looked up): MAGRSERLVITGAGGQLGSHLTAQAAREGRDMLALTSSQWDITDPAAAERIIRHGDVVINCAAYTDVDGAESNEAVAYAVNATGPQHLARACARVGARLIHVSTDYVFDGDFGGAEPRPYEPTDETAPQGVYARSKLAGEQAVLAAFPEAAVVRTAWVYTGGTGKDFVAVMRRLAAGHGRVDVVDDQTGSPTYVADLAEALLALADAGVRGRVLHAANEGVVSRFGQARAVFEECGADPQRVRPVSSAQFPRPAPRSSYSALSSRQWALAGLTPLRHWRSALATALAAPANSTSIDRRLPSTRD
Target sequence (P9WH11 whole entry, looked up): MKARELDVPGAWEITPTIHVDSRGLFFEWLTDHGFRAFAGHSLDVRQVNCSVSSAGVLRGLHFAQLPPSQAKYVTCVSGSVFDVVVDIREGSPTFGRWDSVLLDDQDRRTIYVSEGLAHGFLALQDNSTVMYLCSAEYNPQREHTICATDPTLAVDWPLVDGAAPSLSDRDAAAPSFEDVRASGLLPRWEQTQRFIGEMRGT
M. tuberculosis GlmU: inhibition of mycobacterial GlmU enzyme – biochemical, glucosamine-1-phosphate acetyltransferase (AID 1376) | inhibition, %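 (tested at 30 µM in the primary screen)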; hits with a dose series show IC50 in µM | hit rate 0.25% among 220,000 | M. tuberculosis GlmU acetyltransferase enzyme assay; higher % means a stronger effect; in the data active = inhibition above about 13%;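 note: 0% = complete reaction with vehicle and 100% = reaction without substrate; strong numbers were not always called active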
Active calls of the source: *; · = no result given.

SMILES | Mtb RmlCD inh | M. tuberculosis GlmU
NNC(=O)c1cnn(-c2ccccc2)c1-n1cccc1 | -12 | -1.0%
COC(=O)c1sccc1NC(=O)CSc1ccccc1NS(=O)(=O)c1ccccc1Cl | 13 | -4.1%
NC1(C(=O)O)CC1 | · | 3.2%
O=C(NCCc1ccc(Cl)cc1)C1CCC(=O)N1Cc1ccccc1Cl (stereo not given) | · | -4.5%
CNC(=S)NCc1ccc2[nH]c(C)cc2c1 | 6 | 1.7%
Cc1ccc(C(=O)N/C(=C\c2ccc(Cl)cc2)C(=O)NCCCN2CCOCC2)cc1 | -3 | -5.5%
Cc1nc(SCc2nc3ccccc3[nH]2)c2oc3ccccc3c2n1 | · | -6.1%
CC(C)n1cc([C@@H]2C[C@H]3CN(Cc4cccc(Cl)c4)C(=O)[C@]34CCCN24)cn1 | 5 | 7.2%
CCCCNC(=O)c1onc(CSc2ccc(C(C)C)cc2)c1C(=O)O | 0 | 6.5%
Cc1ccc(C)n1NC(=O)c1ccc(Cl)cc1 | -4 | 4.0%
CSc1cc(C)[nH]c(=O)n1 | 7 | -5.3%
COCCN1Cc2cccc(C(=O)NC(C)CCc3ccco3)c2C1=O (stereo not given) | 1 | -4.5%
CC(=O)Nc1sc2c(c1C(c1ccc(Cl)cc1)N1CCOCC1)CCCC2 (stereo not given) | · | 0.7%
CCN1C(=O)/C(=c2\o/c(=C3\C=Cc4ccccc4N3CC)c(=O)n2CC)SC1=S | 7 | 0.6%
COc1ccccc1C(=O)Nc1ccc2c(c1)nc(CN1CCN(C(C)=O)CC1)n2C | -2 | 8.0%
CN(C)S(=O)(=O)c1ccc(Cl)c(NC(=O)CN2CCCCCC2)c1 | -7 | -0.2%
Cc1nn(Cc2c(Cl)cccc2Cl)c(C)c1NC(=O)CCCn1nc(C)c([N+](=O)[O-])c1C | -4 | 3.2%
CC1(C)CC(=O)C2=C(C1)NC(=O)CC2c1ccccc1F (stereo not given) | -13 | -3.7%
Cc1ccc(CCN2CC(C(=O)NCCCN(C)Cc3ccccc3)CC2=O)cc1 (stereo not given) | -6 | 1.9%
Cc1cccc(C(=O)N2CCc3ccccc3C2)c1[N+](=O)[O-] | 12 | 7.0%
COc1ccc(/C=C/c2nnc(NC(=O)COc3ccccc3)s2)cc1 | · | -0.2%
Cc1ccc(/C=N/NC(=O)Cn2cnc3ccccc32)cc1 | 5 | 4.7%
Cn1c(SCC(=O)c2ccccc2)nnc1-c1cnccn1 | · | -0.9%
CNC(=O)c1ccc(NC(=O)c2cccc(C(F)(F)F)c2)cc1 | · | 0.2%
CC(C)C(=O)Nc1ncc(Cc2ccc(Cl)cc2)s1 | 14 | 3.3%

Entries of single compounds, looked up by structure. Order of values: Mtb RmlCD inh, M. tuberculosis GlmU
`COCCN1Cc2cccc(C(=O)NC(C)CCc3ccco3)c2C1=O` (stereo not given) as listed: 1, -4.5%
`Cc1ccc(/C=N/NC(=O)Cn2cnc3ccccc32)cc1` as listed: 5, 4.7%
`Cc1ccc(CCN2CC(C(=O)NCCCN(C)Cc3ccccc3)CC2=O)cc1` (stereo not given) as listed: -6, 1.9%
`CNC(=S)NCc1ccc2[nH]c(C)cc2c1` as listed: 6, 1.7%

Additional results
SMILES | Mtb RmlCD inh | M. tuberculosis GlmU
CC/C(=C(\c1ccc(O)cc1)c1ccc(OCCN(C)C)cc1)c1ccccc1 | -12 | -13%
COc1ccc(C[C@@H]2CN3C(=NC[C@@H]3Cc3ccc(O)cc3)N2C[C@H](C)NC(=O)CCC2CCCCC2)cc1 | · | -14%
CN1C(=O)C(CC(=O)Nc2ccccc2)S/C1=N/c1nccs1 (stereo not given) | -3 | -2.1%
COc1ccc(NC(=S)NCc2cccs2)cc1 | -13 | 2.1%
Cc1oc(-c2ccccc2F)nc1CN1CCC(C(=O)NC2CC2)CC1 | · | -5.2%
CCOC(=O)c1ccc(NC(=O)CSc2nnnn2CCCO)cc1 | -5 | -1.4%
CC(C)C[C@H](NC(=O)CCCn1nnc2ccccc2c1=O)C(=O)O | -8 | 3.1%
Cc1cccc(-c2nc(CN3CCCC(C(=O)NC4CCCCCC4)C3)c(C)o2)c1 (stereo not given) | 2 | 0.8%
CN(C)c1nc(N(C)C)nc(N2CCCCC2)n1 | · | -1.5%
Cc1cc(SCC(=O)N2CCC(c3noc4ccc(F)cc34)CC2)nc2ccccc12 | 11 | -7.6%
CC12CN3CC(C)(CN(C1)C3c1cccs1)C2O (stereo not given) | · | 0.1%
CCN(CCCl)Cc1ccccc1Br | · | 3.4%
COc1ccc([N+](=O)[O-])cc1NC(=O)c1ccc(C)o1 | -15 | 6.2%
Cc1ccc(NC(=O)CS(=O)CC(=O)N(CC(=O)NC2CCCC2)c2cccc(C)c2C)cc1 (stereo not given) | 18 | 5.9%
O=C1C2C3C=CC(C3=C3CCCCC3)C2C(=O)N1Cc1ccccc1 (stereo not given) | 7 | 2.1%
Cc1ccc(CC(NC(=O)c2ccccc2)C(=O)NC(Cc2ccccc2)C(=O)O)cc1 (stereo not given) | -8 | 1.8%
Cc1cc(C)c(S(=O)(=O)N2CCN(C)CC2)c(C)c1 | 7 | 2.7%
CCCCOCCCNC(=O)c1c(-c2ccccc2)noc1C | -8 | -1.1%
C(=N\Nc1nc(N2CCCC2)nc(N2CCCC2)n1)/c1cccnc1 | -6 | 3.0%
O=C(c1ccco1)N1CCN(S(=O)(=O)c2ccc3c(c2)CCN3C(=O)C2CCC2)CC1 | -5 | 3.2%
CCC(=O)Nc1ccc(C(=O)OCc2ccccc2Cl)cc1 | -5 | 1.4%
COCCN1C(=O)c2ccccc2C(C(=O)NCCCN2CCCC2)C1c1c[nH]c2ccccc12 (stereo not given) | 6 | -1.2%
C/C(=C\C(=O)c1ccc(F)cc1)NCc1ccc2c(c1)OCO2 | 24 | -1.7%
COC(=O)c1nnn(CC(=O)Nc2cc(Cl)ccc2C)c1C(=O)OC | 8 | 4.5%
COc1ccc(N2CCN(C(=O)c3cccc(Cn4cc(Cl)cn4)c3)CC2)cc1 | · | 1.9%

(listing goes on)
SMILES | Mtb RmlCD inh | M. tuberculosis GlmU
COc1ccccc1CNS(=O)(=O)c1ccc(NC(C)=O)cc1 | -5 | 4.1%
COc1cccc(OC)c1-c1nn2c(-c3cc(-c4ccccc4)n[nH]3)nnc2s1 | 8 | -4.0%
COC(=O)c1c(N2C(=O)[C@H]3[C@@H](C2=O)[C@]2(C(=O)Nc4ccc(C)cc42)N2CCC[C@@H]32)sc(C)c1C | -4 | 1.7%
O=C(c1ccc(Cl)cc1)N1CCCOC1 | · | -2.5%
O=C(Nc1cccc(S(=O)(=O)N2CCCCC2)c1)c1ccc2ncsc2c1 | -9 | 8.0%
O=C(NNc1ccc([N+](=O)[O-])cc1[N+](=O)[O-])C1C2CCCCC21 (stereo not given) | 2 | -6.0%
CCOc1ccc(C(C)NC(=O)C2CCC2)cc1 (stereo not given) | 14 | 2.2%
Cc1ccc(Nc2nc(-c3ccc(C)cc3)c(CC(=O)O)s2)cc1 | 9 | 0.3%
O=C(NC(Cc1ccccc1)C(=O)O)/C(=C\c1ccco1)NC(=O)c1ccc(Br)cc1 (stereo not given) | 1 | ·
COc1cc(C2c3sc(=O)[nH]c3SC3C(=O)N(c4ccc(C)cc4)C(=O)C32)ccc1O (stereo not given) | -1 | 0.9%
COc1ccc(NC(=S)Nc2cc(C)ccn2)c(OC)c1 | 5 | 2.9%
CC(C)(C)CC(C)(C)NC(=S)Nc1ccc2nc(-c3ccccn3)c(-c3ccccn3)nc2c1 | 13 | 0.1%
COc1cccc(C(=O)CSc2nc3ccccc3n2CC(=O)N2CCOCC2)c1 | 11 | 4.2%
Cc1cc(C)cc(OCc2nnc(SCC(=O)N3CCN(c4ccccc4)CC3)o2)c1 | 7 | -1.6%
CCOC(=O)c1ccc(N2C(=O)CC(SCC(=O)Nc3ccc(S(N)(=O)=O)cc3)C2=O)cc1 (stereo not given) | -14 | 2.9%
Cc1ccc(S(=O)(=O)NC(C)(C)CSc2nncn2N)cc1 | · | -0.2%
CC(C)C(NC(=O)C12CC3CC(CC(C3)C1)C2)C(=O)N/N=C/C1=C(N2CCOCC2)C(=C\c2cccc([N+](=O)[O-])c2)/CC1 (stereo not given) | 8 | -4.7%
COc1cc(C(C(=O)NCc2ccccc2)N(Cc2ccco2)C(=O)c2cnccn2)cc(OC)c1OC (stereo not given) | 0 | 2.6%
CCOC(=O)C[C@H]1c2cc(F)ccc2S(=O)(=O)N1C(C)(C)C | · | -0.9%
CCCC(=O)NC(=S)Nc1ccc(Cl)cn1 | 5 | -15%
COc1ccccc1NC(=S)NNC(=O)c1ccc(Cl)cc1Cl | -11 | 3.9%
COc1ccc(S(=O)(=O)N2CCOCC2)cc1NS(=O)(=O)/C=C/c1ccccc1 | -11 | -3.7%
Cc1c(C(=O)NCc2ccccn2)oc2ccc(S(=O)(=O)N3CCC4(CC3)OCCO4)cc12 | -3 | -7.1%
CCOC(=O)c1cc2n(n1)C(C(F)(F)F)CC(C)N2 (stereo not given) | 3 | 5.1%
c1ccc(-c2noc(CSc3nc4ccccc4o3)n2)cc1 | -7 | ·

Nothing new here: 2 of the compounds above.
SMILES | Mtb RmlCD inh | M. tuberculosis GlmU
CCOC(=O)c1cc2n(n1)C(C(F)(F)F)CC(C)N2 (stereo not given) | 3 | 5.1%
c1ccc(-c2noc(CSc3nc4ccccc4o3)n2)cc1 | -7 | ·

(cont.)
SMILES | Mtb RmlCD inh | M. tuberculosis GlmU
O=C(CSc1ccc2ccccc2c1)Nn1cnnc1 | -8 | -2.1%
Cn1c(C(=O)OCC(=O)NCC2CCCO2)cc2sccc21 (stereo not given) | · | 2.4%
COc1ccc(/C=N/NC(=O)c2ccncc2)cc1CN1CCOCC1 | · | -2.0%
CN1CCN(c2nc3c(c(=O)n(C)c(=O)n3C)n2Cc2cccc3ccccc23)CC1 | · | 3.4%
COc1cccc(NC(=S)NNC(=O)Cn2nc(C(F)F)cc2C(F)F)c1 | 9 | 5.7%
C=CCc1cccc(Cl)c1OCCON1C(=O)CCC1=O | · | -2.2%
COc1ccccc1-c1nnc(SCC(=O)NC2CCS(=O)(=O)C2)n1CCc1ccccc1 (stereo not given) | -26 | -1.1%
CCn1nnnc1NCc1ccc(N2CCCC2)cc1 | 9 | -4.5%
O=C(CC1C(=O)CCCC1=O)c1ccccc1 | -6 | 2.3%
CC(C)(C)C1=C[C@@H](CO)C[C@@H](CO)C1 | -11 | 0.4%
CCC(C)NC(=O)C(Sc1ccccc1)c1ccccc1 (stereo not given) | -7 | 1.8%
COc1ccc(C(=O)C[n+]2ccc3ccccc3c2C)cc1 | 8 | -2.9%
Cc1ccc(/C(N)=N/OC(=O)c2ccc(Cl)cc2Cl)cc1 | -5 | 0.3%
COC(=O)c1ccc(CN2CCN(C(C)C)C(CCO)C2)cc1 (stereo not given) | · | 4.1%
CC1CC(C)CN(CCCNC(=O)C2CCCN(c3nnc(N4CCCC4=O)s3)C2)C1 (stereo not given) | · | -2.9%
Cc1cc2c3c(c1)C(C)CC(C)(C)N3C(=O)C2=O (stereo not given) | 8 | 3.4%
COC(=O)c1ccccc1NC(=O)CSc1nnc(-c2ccc(OC)cc2)n1C | · | 1.2%
O=C(O)C1C(c2ccccc2)C(C(=O)N2CCOCC2)C1c1ccccc1 (stereo not given) | · | -1.8%
Cc1ccc(NC(=O)COc2cccc3ccc(C)nc23)c(Br)c1 | 5 | 3.7%
CCOC(=O)/C(=N\Nc1cccc(C(F)(F)F)c1)N1CCOCC1 | 1 | -2.9%
O=C(O)c1cccc(S(=O)(=O)N2Cc3ccccc3C2)c1 | · | 4.9%
CC(=O)Nc1ccc(-c2nnn(CC(=O)Nc3ccc4c(c3)OCO4)n2)cc1Cl | 5 | 1.6%
CN1CCCC(OC(=O)c2cccc(Cl)c2)C1 (stereo not given) | 70 | 2.3%
Cc1ccc2c(c1)C1CN(C)CCC1N2C(=O)c1ccccc1NS(=O)(=O)c1ccc(F)cc1C (stereo not given) | 74 | -4.3%
COc1cccc(/C=C2\SC(=S)N(c3cccnc3)C2=O)c1OC | -15 | 1.1%

7 entries drawn at random from those above, as already listed:
SMILES | Mtb RmlCD inh | M. tuberculosis GlmU
COC(=O)c1ccccc1NC(=O)CSc1nnc(-c2ccc(OC)cc2)n1C | · | 1.2%
O=C(O)c1cccc(S(=O)(=O)N2Cc3ccccc3C2)c1 | · | 4.9%
CCn1nnnc1NCc1ccc(N2CCCC2)cc1 | 9 | -4.5%
CN1CCN(c2nc3c(c(=O)n(C)c(=O)n3C)n2Cc2cccc3ccccc23)CC1 | · | 3.4%
Cc1ccc(NC(=O)COc2cccc3ccc(C)nc23)c(Br)c1 | 5 | 3.7%
COc1ccc(C(=O)C[n+]2ccc3ccccc3c2C)cc1 | 8 | -2.9%
O=C(O)C1C(c2ccccc2)C(C(=O)N2CCOCC2)C1c1ccccc1 (stereo not given) | · | -1.8%

Later entries
SMILES | Mtb RmlCD inh | M. tuberculosis GlmU
O=C(c1ccc2snnc2c1)N1CCCCC1 | · | -6.2%
CN(C)S(=O)(=O)c1cccc(NC(=O)NCCCl)c1 | 4 | 8.0%
COc1ccccc1CN(Cc1nc2ccccc2c(=O)[nH]1)S(=O)(=O)c1ccc2ccccc2c1 | · | 5.4%
Cc1ccc(Sc2c(CO)c(-c3ccccc3)nn2C)cc1 | 6 | -1.9%
O=C(O)C1CC1c1ccc(Br)cc1 (stereo not given) | -8 | 2.2%
Cc1cc(C)c(S(=O)(=O)N2CCCCC2)c(C)c1-n1ncnn1 | 1 | 3.9%
O=S(=O)(c1ccc2c(c1)OCCO2)N1CCN(c2cccc(Cl)c2)CC1 | 31 | 1.1%
Cc1noc(/C=C/N(C)C)c1S(=O)(=O)N1CCCC(C(=O)Nc2ccc3c(c2)OCO3)C1 (stereo not given) | -3 | -1.5%
CCOC(=O)N1CCC(NC(=O)CCc2nc(C3=CCN(C)CC3)no2)CC1 | 44 | -1.6%

Screening data: PubChem, several laboratories

This is a subset; rates above refer to the full screens.
